# G6PDH CS = counter-screen for G6PDH assay hits: L. mesenteroides G6PDH inhibition; Purified L. mesenteroides G6PDH, diaphorase/resazurin coupled fluorescence, 45 min; inhibition, % at 5 µM; 0.12% of 200,000 active; AID 1020; in the data active = inhibition above about 50%
# FLuc stim CS = firefly luciferase counter-screen for stimulation assays; P08659; ATPlite luciferase biochemical, luminescence, 10 min; 0 = ATP-free wells, 1 = DMSO control; activation factor at 10 µM; 200,000 tested, under 10 active; AID 1027;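 active = luciferase activation factor, scaled between plate controls, of at least 2 with compound at 10 µM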
#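 Assay system: Luciferase/luciferin reagent mix; Medium: PBS as buffer for the ATP substrate; Dosing: test compounds dosed from 2 mM stocks in 100% DMSO; Times: 10 min, room temperature; Signal: luminescence from luciferase reaction; Read-out: luciferase activation; Controls: No-ATP low control, compound-free enzyme-plus-ATP high control.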
# FLuc inh counter = counter-screen for luciferase assay inhibitors: firefly luciferase inhibition; ATPLite firefly luciferase biochemical luminescence, 10 min; inhibition, % at 10 µM; 1.5% of 200,000 active;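 active = inhibition above about 50% when tested at 10 µM, limit read from the data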
# STAT1 activator = increases IFN-gamma driven STAT1 reporter signal; NIH 3T3 STAT1-luciferase reporter, luminescence; 100% = IFN-gamma alone, no compound; activation (% of control), % at 5.5 µM; 2.6% of 200,000 active; AID 932;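 active = activation above the screen-wide mean activation plus 3 SD, cut at about 130% in these data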;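 note: raw ratio to IFN-gamma control signal so 100% means no change and 0% no light; values of inactives mirror those of a sister screen read the other way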
# Diaph inh CS = diaphorase inhibition or chemical oxidation counter-screen; diaphorase resazurin-to-resorufin fluorescence, NADH, 16 min; bacterial (C. kluyveri) enzyme, not human; inhibition, % at 20 µM; 0.69% of 190,000 active; AID 1217;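 active = primary screen inhibition at 20 µM above a set limit, cut at about 50% in these data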;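 note: plate controls were DMSO with full reaction for no effect and wells lacking NADH for full effect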
#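 System: Bacterial diaphorase enzyme (C. kluyveri) | Incubation: 16-min room-temperature incubation before reading | Benchmarks: No-NADH positive control and DMSO neutral control | Measured by: Resorufin fluorescence 544/590 nm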
# Diaphorase act = activates diaphorase or chemically reduces, flagging diaphorase assay artifacts | Diaphorase/resazurin coupled assay, resorufin fluorescence, 16 min; stronger effect = higher value; 1 = vehicle wells, 0 = NADH-free wells | activation factor at 20 µM | 0.005% of 190,000 active | AID 1229;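 active = diaphorase activity raised at least twofold by the compound at 20 µM; inactive = activation factor below 2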
#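 Material: purified diaphorase enzyme from Clostridium kluyveri / Medium: HEPES pH 7.4 buffer with MgCl2 and Tween 20 / Schedule: enzyme reaction of 16 min at room temperature / Measured by: resorufin fluorescence, excitation 544 nm, emission 590 nm / Evaluation: rise in resorufin formation, marking diaphorase activation or chemical reduction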
# TLR4 MyD88 comp = blocks binding of human TLR4 to MyD88 | O00206+Q99836 | HeLa CL3-4 TLR4/MyD88 BLA complementation, FRET ratio | inhibition, % at 8.4 µM | 0.18% of 200,000 active | AID 861; in the data active = inhibition above about 25%;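 note: 0% = vehicle and 100% = reference inhibitor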
# Target sequence (O00206 whole entry, looked up): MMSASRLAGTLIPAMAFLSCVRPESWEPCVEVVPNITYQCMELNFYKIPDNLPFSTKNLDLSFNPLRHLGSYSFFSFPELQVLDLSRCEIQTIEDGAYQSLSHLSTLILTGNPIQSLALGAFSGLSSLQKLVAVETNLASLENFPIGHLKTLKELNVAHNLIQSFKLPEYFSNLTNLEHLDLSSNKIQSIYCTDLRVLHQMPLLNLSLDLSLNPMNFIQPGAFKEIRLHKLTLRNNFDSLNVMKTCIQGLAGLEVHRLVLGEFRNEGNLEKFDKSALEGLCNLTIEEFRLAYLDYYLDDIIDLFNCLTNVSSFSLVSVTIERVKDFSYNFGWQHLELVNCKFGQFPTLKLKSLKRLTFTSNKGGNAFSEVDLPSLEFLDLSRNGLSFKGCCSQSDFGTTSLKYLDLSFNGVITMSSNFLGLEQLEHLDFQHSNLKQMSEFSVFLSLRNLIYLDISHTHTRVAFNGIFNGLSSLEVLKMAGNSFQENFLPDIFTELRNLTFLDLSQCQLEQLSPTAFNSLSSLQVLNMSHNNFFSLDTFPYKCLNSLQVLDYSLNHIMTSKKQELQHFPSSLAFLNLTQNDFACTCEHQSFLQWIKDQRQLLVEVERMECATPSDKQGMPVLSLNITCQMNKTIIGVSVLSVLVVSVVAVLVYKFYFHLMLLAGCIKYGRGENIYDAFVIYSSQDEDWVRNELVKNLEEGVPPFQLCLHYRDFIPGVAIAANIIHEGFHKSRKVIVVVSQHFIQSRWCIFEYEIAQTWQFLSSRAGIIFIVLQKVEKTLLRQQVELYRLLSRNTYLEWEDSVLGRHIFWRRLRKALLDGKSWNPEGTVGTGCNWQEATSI
# Target sequence (Q99836 whole entry, looked up): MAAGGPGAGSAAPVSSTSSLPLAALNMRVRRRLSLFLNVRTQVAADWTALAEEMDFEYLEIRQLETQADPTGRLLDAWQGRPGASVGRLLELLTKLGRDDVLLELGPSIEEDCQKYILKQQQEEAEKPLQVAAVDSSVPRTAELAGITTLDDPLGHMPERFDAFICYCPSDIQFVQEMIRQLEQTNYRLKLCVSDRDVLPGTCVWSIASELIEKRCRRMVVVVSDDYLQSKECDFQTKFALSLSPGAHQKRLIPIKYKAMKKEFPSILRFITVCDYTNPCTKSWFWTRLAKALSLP
# NF-kB expr up = NF-kB expression increase, human neuronal cells; AID 1239; NF-kB reporter expression; stronger effect = higher value; fold change at 12.5 µM; 1.6% of 190,000 active; in the data active = fold change above about 3.3
# APP 5'UTR act = APP 5'UTR luciferase reporter activation; SH-SY5Y APP 5'UTR luciferase reporter, luminescence; zero percent = DMSO vehicle wells; activation, % at 2 µM; 1% of 190,000 active; AID 1276;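 active = activation above a set limit, based on mean plus 3 SD of controls, cut at about 140% in these data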; note: values of inactives mirror those of a sister screen read the other way
# APP 5UTR inh = APP translation inhibition | SH-SY5Y APP 5'UTR-luciferase reporter, luminescence | 0.82% of 190,000 active | inhibition, % at 2 µM;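 active = inhibition above a set limit, derived from the sample mean plus 3 SD, cut at about 45% in these data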; note: values of inactives mirror those of a sister screen read the other way
# Numbers without * were called inactive; nt = not tested or not shown.
SMILES,G6PDH CS,FLuc stim CS,FLuc inh counter,STAT1 activator,Diaph inh CS,Diaphorase act,TLR4 MyD88 comp,NF-kB expr up,APP 5'UTR act,APP 5UTR inh
Cn1nc(C(F)(F)F)c(/C=N/OC(=O)c2ccccc2)c1SCc1ccccc1Cl,-1,1,-2,98,16,0.8,3,0.51,7,-7
COCCn1c(=O)[nH]c(=O)c2cc(C(=O)c3cc(Cl)ccc3O)cnc21,7,1,-4,107,2,1,-2,1.1,12,-12
CCOC(=O)c1c(C)[nH]c(C=O)c1Cc1cccc(Cl)c1,13,1.1,-10,96,18,0.8,-13,1.1,-10,10
CCCC(=O)Nc1ccc(OCC(=O)OC)cc1,10,1.1,-9,90,8,0.9,7,1,1,-1
O=C(CSc1ccncc1)Nc1ccc2ccccc2c1,-2,1,1,102,7,0.9,6,1.1,-3,3
Cc1ccc(C)c(N2CN(Cc3cccnc3)CNC2=S)c1,9,1.1,-6,99,11,0.9,1,1,-2,2
CN(C)c1ccc(C2CC(c3cccc(NS(C)(=O)=O)c3)=NN2C(=O)c2ccccc2)cc1 (centres undefined),3,1,4,91,12,0.9,-10,0.88,5,-5
CCOC(=O)C(C(=O)OCC)C1N=C(N)N=C2Oc3ccccc3N21 (centres undefined),12,1,-5,118,9,0.9,6,1.6,4,-4
CC(C)CCNC(=S)NC1CCCC1,5,1,-4,93,13,0.9,2,1.2,-7,8
Cc1ccccc1Cn1c2ccccc2c2cn[nH]c(=O)c21,-3,1,-3,91,10,0.9,-9,1.1,-2,2
Cc1nccn1CCCN1C(=O)OC2(CCCCC2)C1(C)O (centres undefined),-2,1.1,-6,94,3,1,-8,1.2,7,-7
O=C(Nc1ccccc1OC(F)F)c1ccc(Br)o1,-16,1,0,109,13,0.9,4,1.3,-9,10
COc1ccccc1N1CCN(C(=O)c2ccc(Cl)c(S(=O)(=O)N3CCCC3)c2)CC1,8,0.9,13,89,2,1,-4,0.85,7,-6
CCc1nnc(NC(=O)CSc2nc(-c3ccccc3)nc3ccccc23)s1,4,1,0,104,-1,1,-3,0.95,-15,15
CNc1nc(SC)nc(N(C#N)CC(=O)OC)n1,6,1,-4,106,16,0.8,3,1.2,2,-2
CSc1ncc2c(n1)-c1cc(C)ccc1SC2,-1,1,-4,94,15,0.8,0,0.75,-7,7
O=C(COc1ccc(Br)cc1Cl)NC(=S)N1CCc2ccccc21,1,1,3,96,26,0.7,1,1.3,21,-21
CCSc1ccccc1C(=O)NCCCn1ccnc1,23,1.1,-6,92,-13,1.1,-8,0.98,1,-1
O=C(COC(=O)/C=C/c1ccc(S(=O)(=O)N2CCOCC2)cc1)NCc1ccc2c(c1)OCO2,3,1,-4,102,4,1,-3,1.2,11,-11
CCOC(=O)Nc1ccc2c(c1)N(C(=O)N1CCN(C)CC1)c1ccccc1S2,0,1,-2,100,14,0.9,-3,0.89,-13,13
O=C(Cc1ccc(-c2ccccc2)cc1)NC1CCCC1,6,1.1,-5,97,7,0.9,3,1.1,-21,21
O=C(CSc1nnnn1Cc1ccccc1)NCC(=O)c1ccccc1,-5,1.1,-5,97,22,0.8,-2,1.4,-7,7
Cc1sc(-n2c(C)cc(/C=N/n3cnnc3)c2C)c(C#N)c1C,-1,1,-3,90,16,0.8,0,0.8,-17,17
COc1cccc(N2CCN(C(=O)CN(c3ccc(C)cc3)S(=O)(=O)c3c(C)n[nH]c3C)CC2)c1,2,1.1,-10,94,25,0.7,4,0.65,-10,10
CCN1CCN(Cc2ccc3c(c2)Cc2ccccc2-3)CC1,6,1,5,nt,-3,1,nt,nt,nt,nt
S=C(Nc1ccc(Cl)cc1Cl)NC1CCCCC1,4,1,3,113,14,0.9,3,2.4,47,-47
COc1ccc2c(-c3ccccc3)cc(=O)[nH]c2c1,1,1,1,103,11,0.9,-6,1.2,2,-2
COc1ccc(C(=O)Nc2ccc(NC(=O)c3cccs3)cc2)cc1Cl,-11,1,-4,103,-5,1,10,1.1,0,0
CC1CCN(S(=O)(=O)c2csc(C(=O)Nc3ccccc3)c2)CC1,2,1.1,-8,95,12,0.9,-5,0.72,1,-1
C=CCNC(=O)CCCC(=O)NCC=C,6,1,-3,101,12,0.9,11,1.1,12,-12
O=C(N/N=C/c1cc(Br)c(Br)s1)c1ccncc1,0,1,2,112,-5,1.1,-14,0.97,7,-7
O=c1[nH]c2cc3c(cc2cc1CN(CCCO)C(=S)NCc1ccco1)OCO3,25,1,-4,90,13,0.9,8,1.2,-3,3
COC(=O)CSc1nnc(-c2ccc(OC)cc2OC)o1,-9,0.7,25,96,-4,1,10,1.1,8,-8
CCC(=O)Nc1nc2ccc(NC(C)=O)cc2s1,-3,1,5,111,12,0.9,-3,1.4,6,-6
Cc1ccc(C(=O)N2CCN(C)CC2)cc1S(=O)(=O)N1CCCCC1,14,1,1,97,18,0.8,-10,1.1,11,-11
Cc1ccc(-c2csc(N(Cc3ccccc3)C(=O)COc3ccccc3)n2)cc1,6,1,1,102,-4,1,-9,2.2,7,-7
COc1cccc2cc(C(=O)CC3(O)C(=O)N(Cc4ccccc4)c4ccccc43)c(=O)oc12 (centres undefined),6,1,-4,103,9,0.9,0,1.1,-2,2
CN(c1ccccc1)S(=O)(=O)c1ccc(C(=O)Nc2nnc(-c3ccco3)o2)cc1,3,1,1,94,27,0.7,-1,0.99,18,-18
CCC(CC)NCC(O)COc1ccc(Br)cc1 (centres undefined),6,1,3,103,8,0.9,4,1.2,8,-8
O=C1CN(c2nc(-c3ccccc3)c3ccccc3n2)c2ccccc2N1,-17,1,-2,95,10,0.9,5,1.2,nt,nt

# In a second layout: entries from further up
Structure | G6PDH CS | FLuc stim CS | FLuc inh counter | STAT1 activator | Diaph inh CS | Diaphorase act | TLR4 MyD88 comp | NF-kB expr up | APP 5'UTR act | APP 5UTR inh
S=C(Nc1ccc(Cl)cc1Cl)NC1CCCCC1 | 4 | 1 | 3 | 113 | 14 | 0.9 | 3 | 2.4 | 47 | -47
COc1ccc2c(-c3ccccc3)cc(=O)[nH]c2c1 | 1 | 1 | 1 | 103 | 11 | 0.9 | -6 | 1.2 | 2 | -2
COc1ccc(C(=O)Nc2ccc(NC(=O)c3cccs3)cc2)cc1Cl | -11 | 1 | -4 | 103 | -5 | 1 | 10 | 1.1 | 0 | 0
CC1CCN(S(=O)(=O)c2csc(C(=O)Nc3ccccc3)c2)CC1 | 2 | 1.1 | -8 | 95 | 12 | 0.9 | -5 | 0.72 | 1 | -1
C=CCNC(=O)CCCC(=O)NCC=C | 6 | 1 | -3 | 101 | 12 | 0.9 | 11 | 1.1 | 12 | -12
O=C(N/N=C/c1cc(Br)c(Br)s1)c1ccncc1 | 0 | 1 | 2 | 112 | -5 | 1.1 | -14 | 0.97 | 7 | -7
O=c1[nH]c2cc3c(cc2cc1CN(CCCO)C(=S)NCc1ccco1)OCO3 | 25 | 1 | -4 | 90 | 13 | 0.9 | 8 | 1.2 | -3 | 3
COC(=O)CSc1nnc(-c2ccc(OC)cc2OC)o1 | -9 | 0.7 | 25 | 96 | -4 | 1 | 10 | 1.1 | 8 | -8
CCC(=O)Nc1nc2ccc(NC(C)=O)cc2s1 | -3 | 1 | 5 | 111 | 12 | 0.9 | -3 | 1.4 | 6 | -6
Cc1ccc(C(=O)N2CCN(C)CC2)cc1S(=O)(=O)N1CCCCC1 | 14 | 1 | 1 | 97 | 18 | 0.8 | -10 | 1.1 | 11 | -11
Cc1ccc(-c2csc(N(Cc3ccccc3)C(=O)COc3ccccc3)n2)cc1 | 6 | 1 | 1 | 102 | -4 | 1 | -9 | 2.2 | 7 | -7
COc1cccc2cc(C(=O)CC3(O)C(=O)N(Cc4ccccc4)c4ccccc43)c(=O)oc12 (centres undefined) | 6 | 1 | -4 | 103 | 9 | 0.9 | 0 | 1.1 | -2 | 2

# (next part)
SMILES,G6PDH CS,FLuc stim CS,FLuc inh counter,STAT1 activator,Diaph inh CS,Diaphorase act,TLR4 MyD88 comp,NF-kB expr up,APP 5'UTR act,APP 5UTR inh
CCC(=O)Nc1cc(Cl)ccc1N1CCN(C(=O)CC)CC1,-12,1,2,76,8,0.9,9,0.78,0,0
COC(=O)c1c(NC(=O)c2ccccc2)sc2c1CC(C)(C)NC2(C)C,7,1.1,-5,106,8,0.9,-10,0.86,-10,10
CN(C)S(=O)(=O)N1CCc2ccccc21,21,1.1,-7,100,9,0.9,12,1.1,-10,10
O=C(Nc1ccccc1C(=O)O)c1cc(S(=O)(=O)N2CCOCC2)cs1,4,1,-2,102,-3,1,9,1.8,6,-6
COc1cc(C(=O)N2CCN(C/C=C/c3ccccc3)CC2)cc(OC)c1C,6,1,0,100,3,1,-7,0.98,-8,8
CCN(CC)C(=O)CN(c1cc2c(cc1OC)oc1ccccc12)S(=O)(=O)c1ccccc1,16,1.1,-8,110,7,0.9,9,0.58,8,-8
O=C(CSCCO)Nc1nccs1,4,1.1,-5,104,13,0.9,-1,1.1,-14,14
CCN1CCN(C(c2cccs2)C(C)NS(=O)(=O)c2ccc(F)cc2)CC1 (centres undefined),-1,1,0,94,-3,1,-7,1.2,2,-2
C=C(C)C(C)(C#CCN1CCCC1)OC(C)=O (centres undefined),-13,1.1,-5,99,18,0.8,-14,0.88,24,-24
COc1ccc(-c2nnc(SCC(=O)N3CCCC3)o2)cc1OC,nt,nt,nt,97,nt,nt,3,nt,-19,19
CCOC(=O)c1c(C)nc(C)c(C(=O)OCC)c1-c1ccccc1,-2,1,-4,101,0,1,-10,1,20,-20
Cc1ccc(C(=O)NC2CCN(C(=O)NC3CCCCC3)CC2)cc1,4,1,-1,77,-8,1.1,12,1.3,-10,10
CCOC(=O)N1CCN(C(=O)C2CCCN(S(=O)(=O)c3ccccc3)C2)CC1 (centres undefined),8,1,-3,94,-4,1,0,1,-17,17
O=C(CSc1nnc(-c2ccccc2Cl)n1Cc1ccco1)Nc1ccc2c(c1)OCCO2,21,0.9,6,100,7,0.9,15,0.71,22,-22
O=C(COC(=O)CC1c2ccccc2CCN1S(=O)(=O)c1ccccc1)Nc1ccccc1 (centres undefined),6,1.1,-6,101,13,0.9,-9,0.87,-6,6
O=C(CSc1nc2ccccc2c(=O)n1CCCN1CCOCC1)Nc1ccc2c(c1)OCO2,2,1.1,-8,95,6,0.9,-2,0.85,18,-18
O=C(c1ccc(F)cc1)N1CCCC(c2nc(-c3cccs3)no2)C1 (centres undefined),9,1,-2,97,2,1,-13,0.86,3,-3
O=C(Nc1ccc2c(c1)OCO2)N1CCN(c2ncc(C(F)(F)F)cc2Cl)CC1,11,1,-1,100,25,0.7,3,1.2,9,-9
O=C(Nc1ccccc1F)C(=O)c1cn(CC(=O)N2CCCCC2)c2ccccc12,2,0.6,35,115,10,0.9,-7,1.1,21,-21

# Assay outcomes from PubChem.
